MIN6 prolif = inducers of MIN6 beta-cell proliferation, primary screen, ATP luminescence, uHTS; MIN6 cells proliferation, ATPlite luminescence, 48 h; cells starved in 0.2% serum; 100% = growth in 10% serum; proliferation, % at 10 µM; 330,000 tested, 0.29% active; AID 2380, 2010;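 active = compounds whose signal lies at least 3.5 SD above the mean of all wells on their plate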;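 note: 0% = DMSO-treated cells in low-serum medium and 100% = 10% serum control; some compounds called inactive have numbers as strong as hits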
tim23-1 inh = growth inhibitors of tim23-1 mutant yeast, primary screen, luminescence, uHTS | S. cerevisiae tim23-1 growth, BacTiter-Glo luminescence, 24 h | inhibition, % at 20 µM | 330,000 tested, 1.3% active | AID 463212, 2010;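 active = growth inhibition of the mutant yeast at or above 50%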;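 note: temperature-sensitive mutant grown at 25 °C; plate controls were DMSO-treated mutant yeast for no effect and medium wells lacking yeast for full effect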
APJ antag = antagonists of human apelin receptor APJ, primary screen, CHO-K1 cells, beta-arrestin complementation, luminescence | P35414 | inhibition, % at 20 µM | 330,000 tested, 0.32% active | AID 2521, 2010;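 active = inhibition above about 40% at 20 µM, limit read from the data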;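 note: cells challenged with 10 nM apelin-13 agonist together with compound; plate controls were apelin-13 plus DMSO wells for no effect and DMSO wells lacking apelin-13 for full effect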
Target sequence (P35414 whole entry, looked up): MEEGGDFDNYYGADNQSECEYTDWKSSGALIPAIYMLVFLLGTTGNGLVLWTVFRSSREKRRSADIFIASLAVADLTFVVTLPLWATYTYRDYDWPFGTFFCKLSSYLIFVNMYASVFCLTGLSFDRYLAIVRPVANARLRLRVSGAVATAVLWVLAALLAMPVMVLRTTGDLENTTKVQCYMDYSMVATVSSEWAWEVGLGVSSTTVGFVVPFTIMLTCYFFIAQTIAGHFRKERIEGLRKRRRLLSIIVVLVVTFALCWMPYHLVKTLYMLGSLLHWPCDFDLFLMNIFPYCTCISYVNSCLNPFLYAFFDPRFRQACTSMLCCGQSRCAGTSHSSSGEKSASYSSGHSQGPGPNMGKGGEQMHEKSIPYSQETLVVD
NR3A LBD binder = binders of NR3A ligand-binding domain, primary screen, biophysical, differential scanning fluorimetry, uHTS; NR3A LBD differential scanning fluorimetry, Tm shift; 0% = protein alone, 100% = glycine-bound protein; Tm shift relative to glycine control, % at 25 µM; AID 1259313, 2017; 340,000 tested, 2.5% active;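 active = melting temperature shift of at least 10% of the positive control shift, at one fixed dose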
NLRP3 yeast inh = NALP3 inflammasome inhibitors in reconstituted yeast, primary screen, luminescence, uHTS | Yeast reconstituted NLRP3/ASC/caspase-1, beta-gal luminescence, 24 h | inhibition, % at 10 µM | 330,000 tested, 0.39% active;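 active = inhibition of 50% or more; inactive = inhibition below 50%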;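 note: plate controls were induced DMSO wells for no effect and uninduced yeast grown without galactose for full effect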
tim10-1 inh = growth inhibitors of tim10-1 mutant yeast, primary screen, luminescence, uHTS. S. cerevisiae tim10-1 ts strain growth, BacTiter-Glo, 24 h. inhibition, % at 20 µM. 330,000 tested, 2.2% active. AID 463190, 2010;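 active = inhibition of at least 40%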;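 note: mutant grown at 25 °C; 0% = DMSO wells with yeast and 100% = wells holding no yeast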
MPTP block = mitochondrial permeability transition pore inhibitors, primary screen, biochemical, isolated mouse mitochondria, absorbance; Ca2+ swelling absorbance, 30 min; inhibition, % at 10 µM; 360,000 tested, 1.4% active; AID 602449, 2012;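 active = inhibition of 50% or more, scaled per plate between neutral and stimulator controls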;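 note: 0% = DMSO wells given calcium and 100% = 1 mM EGTA wells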
APJ ag = agonists of human apelin receptor APJ, primary screen, CHO-K1 cells, PathHunter beta-arrestin, luminescence; AID 2520, 2010; 330,000 tested, 0.11% active; P35414; 0% DMSO wells, 100% apelin; activation, % at 20 µM;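 active = activation more than six SD over the plate average, tested at 20 µM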;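 note: 0% = DMSO alone and 100% = apelin-13 at 10 nM; some results filed as inactive read as strong as hits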
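Test system: CHO-K1 APJ beta-arrestin complementation cell line | Compound: Single test compound dose, 20 µM final, 1% DMSO | Incubation: Compound 90 min 25 °C, reagent 1 h | Measured by: beta-gal luminescence | Read-out basis: APJ–arrestin association signal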
TIM10 inh = growth inhibitors of isogenic TIM10 control yeast, primary screen, counter-screen for tim10-1 yeast inhibitor project, luminescence, uHTS; inhibition, % at 10 µM; 330,000 tested, 1.4% active; S. cerevisiae TIM10 strain growth, BacTiter-Glo luminescence, 24 h;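 active = inhibition of 40% or more at the single tested concentration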;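 note: wild-type TIM10 isogenic control strain grown at permissive 25 °C; 0% = DMSO yeast wells and 100% = minimal medium wells without yeast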
* marks the source's active call; other numbers are inactive results; . = not tested or not shown. Rows were taken by chance; about 7.2% have a hit in one of these screens.

Order of results: MIN6 prolif	tim23-1 inh	APJ antag	NR3A LBD binder	NLRP3 yeast inh	tim10-1 inh	MPTP block	APJ ag	TIM10 inh
CCOC(=O)C1CCN(S(=O)(=O)c2c(C)n(C)c(=O)n(C)c2=O)CC1
 : 1	2	21	0	18	6	-2.2	0	6
CCOC(=O)c1c(C)[nH]c(N=Nc2cccc(OC)c2)c1C
 : -5	24	19	-11	25	28	-0.1	-2	30
O=C(N/N=C/c1cccnc1)c1ccco1
 : 1	8	2	-1	2	-6	2.9	1	9
CN(C)CCN(Cc1ccc(Cl)cc1)c1ccccn1
 : 2	18	6	-4	27	-7	1.0	-7	4
Cc1ccc(N2CC(C(=O)Nc3ccc(S(=O)(=O)Nc4ncccn4)cc3)CC2=O)cc1C (centres undefined)
 : -1	-5	-14	0	7	-9	-0.4	-6	-5
CC(OC(=O)CC1CC2CCC1C2)C(=O)Nc1cccc(S(=O)(=O)N2CCOCC2)c1 (centres undefined)
 : 3	9	4	-6	18	11	0.2	5	2
Cc1c(N(C(=O)c2ccccn2)C2(C(=O)NC3CCCC3)CCCCC2)c(=O)n(-c2ccccc2)n1C
 : 0	12	7	-1	5	-3	0.8	-3	10
CSc1cccc(NC(C)C(=O)NCc2ccccc2)c1 (centres undefined)
 : -3	6	-22	5	-2	12	0.0	-1	-10
COCCN(C(=O)CSc1nnc2cc(C)c3ccccc3n12)c1c(N)n(Cc2ccccc2)c(=O)[nH]c1=O
 : -2	18	0	-7	8	16	-1.1	-1	-4
Cc1cccc(NC(=O)CN2C(=O)COc3ccc(Cl)cc32)c1
 : -3	7	-7	-4	7	15	-0.4	-3	9
Cn1ccnc1SCC(=O)Nc1cc(F)ccc1F
 : 5	-2	12	2	13	-10	-1.1	8	5
O=C(c1ccccc1)N1N=C(c2ccccc2)CC1c1cccs1 (centres undefined)
 : -2	35	-11	2	12	24	0.6	-5	4
CC(=O)N1CC(C)Sc2ccc(S(=O)(=O)NC3CCCCC3C)cc21 (centres undefined)
 : -2	31	10	-2	2	20	0.3	13	17
O=C(CSc1cccc2cccnc12)N1CCCC1
 : -4	46	27	1	24	42*	1.5	-7	-3
C/C(CCc1ccccc1)=N\NC(=O)c1ccc(CN2CCOCC2)cc1
 : 0	28	-7	1	-2	9	-1.6	-2	1
Cc1cc(C)cc(N(CC(=O)NCc2ccco2)C(=O)c2snc(C(N)=O)c2N)c1
 : -2	-13	-22	2	2	-6	-0.9	-5	-13
COCCNC(=S)N(CCO)Cc1cc2cc3c(cc2[nH]c1=O)OCO3
 : 3	2	12	-1	20	7	-1.2	-3	-3
COc1ccc(/C(O)=C2/C(=O)C(=O)N(c3ccccn3)C2c2ccc(OC)cc2)cc1 (centres undefined)
 : 1	-3	-19	-1	-4	0	-0.5	-1	-17
Cc1ccccc1NS(=O)(=O)c1cc2c(cc1C)NC(=O)CO2
 : 0	-4	-10	-1	15	13	27	-3	15
COc1c(Cl)cc(-c2noc(C)c2C(=O)NCCc2ccc(C)cc2)cc1Cl
 : -4	11	11	-5	19	-3	-0.7	1	-14
CCOc1ccc2c(c1)c1nnc(SCC3CCCO3)nc1n2C (centres undefined)
 : -3	23	14	0	21	46*	0.9	-2	44*
Cn1cccc1Cc1nnc(SCC(=O)NCc2ccccc2Cl)n1-c1ccc(F)cc1
 : 0	7	23	0	11	1	-0.3	-3	0
S=C(c1ccc(-c2ccccc2)cc1)N1CCOCC1
 : -3	33	-19	-1	30	21	3.0	-4	10
Cc1ccc(S(=O)(=O)N2CCC(C(=O)NN3CCCCC3)CC2)cc1
 : -1	1	-32	0	16	-19	-0.2	-4	7
COc1ccc(C2Nc3ccccc3C(=O)N2NS(=O)(=O)c2ccccc2)c(OC)c1 (centres undefined)
 : 0	18	11	0	13	20	-0.4	-1	3
Cc1ccc(S(=O)(=O)CC(=O)c2ccc(C)c([N+](=O)[O-])c2)cc1
 : -1	6	-7	-2	9	8	0.3	-1	6
COc1cc(C(=O)N2CCC(NC(=O)C(Cc3ccc(C(C)C)cc3)NC(C)=O)CC2)cc(OC)c1OC (centres undefined)
 : 4	12	-17	-1	4	6	-1.7	4	16
CC(=O)NC12CC3CC(C1)CC(C(=O)OCC(=O)Nc1ncc(Cl)cc1Cl)(C3)C2
 : 0	-2	7	3	13	17	-0.3	-1	-2
N#CC(c1ccc(Cl)cc1)c1cccc(Cl)n1 (centres undefined)
 : -3	2	1	-1	16	14	-1.1	-3	-3
Cc1nn(CC(=O)Nc2ccc(N(C)C)cc2)c(C)c1[N+](=O)[O-]
 : 3	-4	-12	-10	5	-6	1.5	0	-4
Cc1cc(C)c2cc(CN(Cc3cccnc3)C(=O)c3ccc(F)cc3)c(Cl)nc2c1
 : -2	15	-24	0	-13	25	0.4	1	-9
CC(=O)c1cccc(NS(=O)(=O)c2ccc(C(=O)Nc3ccccc3)cc2)c1
 : -1	3	2	-1	30	13	1.0	6	-4
Cc1ccc(S(=O)(=O)N2CCOCC2)cc1NC(=O)COC(=O)Cc1ccccc1
 : 0	-9	7	0	3	-1	0.4	-1	-13
COc1ccc(S(=O)(=O)NCc2ccco2)cc1C(=O)N1CCCCC1
 : 0	-5	-9	3	8	7	-0.6	1	6
COc1ccccc1CNC(=O)C1CCC(=O)N(CCCN2CCCC2=O)C1 (centres undefined)
 : -2	5	-6	3	-5	11	-0.3	-3	-6
O=C(O)c1c(Cl)c(Cl)c(Cl)c(Cl)c1C(=O)N1CCCC1
 : -3	22	-4	0	14	13	-1.5	-2	-2
CCN1C(=O)[C@H]2[C@H]3CN=C(SCC(=O)c4ccccc4)N3[C@@](C)(C(=O)OC)[C@H]2C1=O
 : .	26	.	0	.	15	0.8	.	1
CCC(=O)c1ccccc1OCCCN1CCC(Cc2ccccc2)CC1
 : -3	22	0	2	42	9	69*	-3	5
COc1ccc(NS(=O)(=O)c2cc(C(=O)OC(C)C(=O)N3CCOCC3)ccc2Cl)cc1 (centres undefined)
 : -2	12	11	2	6	-4	-0.9	-1	3
CCOCCCNC(=S)N1CCCN(c2nc3cc(C)ccc3cc2C#N)CC1
 : -1	27	3	2	10	10	-1.9	-3	25

No new results follow: an excerpt of the list.
Order of results: MIN6 prolif	tim23-1 inh	APJ antag	NR3A LBD binder	NLRP3 yeast inh	tim10-1 inh	MPTP block	APJ ag	TIM10 inh
COc1ccc(NS(=O)(=O)c2cc(C(=O)OC(C)C(=O)N3CCOCC3)ccc2Cl)cc1 (centres undefined)
 : -2	12	11	2	6	-4	-0.9	-1	3
CCOCCCNC(=S)N1CCCN(c2nc3cc(C)ccc3cc2C#N)CC1
 : -1	27	3	2	10	10	-1.9	-3	25

Following part
Order of results: MIN6 prolif	tim23-1 inh	APJ antag	NR3A LBD binder	NLRP3 yeast inh	tim10-1 inh	MPTP block	APJ ag	TIM10 inh
COc1cc(OC)cc(C(=O)Nc2ccc(CN3CCCCC3)cc2)c1
 : 2	10	14	-1	10	5	-1.4	-3	2
CC(c1ccccc1)N(C)C(=O)CSc1nnc(C2CC2)n1C1CC1 (centres undefined)
 : 3	4	-7	1	-2	4	0.2	3	15
COc1ccc(NC(=O)Nc2ccc(Br)c(C)c2)cc1
 : -2	8	-2	25*	21	-4	36	-2	-5
C#Cc1cccc(C(=O)NC2CCCN(C3Cc4ccccc4C3)C2)c1 (centres undefined)
 : 2	8	10	0	21	-4	-0.3	0	9
O=C(c1ccccc1)C(O)(Cc1ccccc1)c1ccccc1 (centres undefined)
 : -3	21	10	-4	29	8	3.8	0	-18
COc1ccc(C2=NOC(C(=O)NCc3ccc(F)cc3)C2)cc1 (centres undefined)
 : -2	9	-18	1	18	2	-2.2	-5	7
COc1cc2c(cc1OC)C(c1ccc(OC)c(OC)c1OC)CC(=O)N2 (centres undefined)
 : -2	8	-2	-2	11	7	0.5	1	-7
COC(=O)Cc1c(O)ccn(Cc2ccc(OC)c(OC)c2)c1=O
 : -1	5	-10	-2	19	11	0.9	-3	11
O=C(COC(=O)c1ccco1)c1ccc(Cl)cc1
 : 0	12	8	1	6	18	0.5	-2	4
CCOCCCn1c(=NC(C)=O)c(C#N)cc2c(=O)n3ccccc3nc21
 : 1	12	20	-1	4	18	0.3	-3	15
Cc1cc(=O)[nH]c(SCC(=O)c2ccc3c(c2)NC(=O)CO3)n1
 : -2	6	-9	-1	-11	-14	0.6	-7	0
CC1CCCN(S(=O)(=O)c2ccc(NC(=O)C3CC(=O)N(C(C)(C)C)C3)cc2)C1 (centres undefined)
 : -5	13	6	1	11	10	-1.9	4	-1
Cn1ccc(C(=O)N/N=C/c2c[nH]c3ccccc23)n1
 : -4	14	9	-1	2	9	0.3	-2	-12
C=CCN(c1ccc(Br)cc1C(=O)OC)S(C)(=O)=O
 : -1	7	10	1	21	11	-0.3	-2	0
O=C(CSc1nnc2ccccn12)Nc1ncc(Cl)cc1Cl
 : 0	13	4	0	-6	-4	-1.9	1	-12
COc1ccccc1C(=O)NCCC(=O)Nc1cccc(S(=O)(=O)N2CCCC2)c1
 : -3	-6	-74	2	11	0	0.6	-1	5
CC(=O)c1ccc(OCC(=O)OCC(=O)Nc2sccc2C(N)=O)cc1
 : 0	10	11	-2	8	-6	-1.5	2	8
CC(O)(CS(=O)(=O)Cc1cccc(C(F)(F)F)c1)C(=O)Nc1cccc(C(F)(F)F)c1 (centres undefined)
 : -4	7	-11	0	-2	13	29	-3	-9
CCC(C)N(C(=O)Cn1c(Cl)nc2c1c(=O)n(C)c(=O)n2C)C1CCS(=O)(=O)C1 (centres undefined)
 : 1	-5	-8	-6	6	-24	-0.3	-6	-1
COc1cc(C(=O)NCC(c2cccs2)N(C)C)cc(Cl)c1OC(C)C (centres undefined)
 : 0	11	-21	0	3	11	-0.9	-4	18
COC(=O)c1ccc(C2NC(C(=O)O)CS2)cc1 (centres undefined)
 : 2	5	4	-1	1	11	-2.2	-4	-2
CCN(CC)S(=O)(=O)c1cccc(-c2n[nH]c(=S)n2CC(C)C)c1
 : 4	4	-4	-2	22	0	-0.9	-4	14
O=C(Nc1cc([N+](=O)[O-])ccc1O)c1cccc([N+](=O)[O-])c1
 : -1	12	-13	-4	25	2	3.1	-2	3
Cc1c(NC(=O)c2ccc3nsnc3c2)cccc1[N+](=O)[O-]
 : -1	15	23	2	27	-2	-0.7	-3	7
CN1CCN(C(=O)CN(C2CCCCC2)S(=O)(=O)c2ccc(Br)cc2)CC1
 : -2	1	-11	0	4	4	-1.6	-6	6
CCOc1ccc(C(=O)NNC2CC(=O)N(Cc3ccc(Cl)cc3)C2=O)cc1OC (centres undefined)
 : -4	11	0	-2	1	19	-0.1	-1	3
CN(C)c1ccc(C(=O)c2ccccc2C(=O)O)cc1[N+](=O)[O-]
 : 0	16	-10	-1	-1	0	2.3	-2	8
Cc1[nH]c2ccc(F)cc2c1CCN(Cc1ccco1)C(=S)NC(C)(C)C
 : -4	25	-18	-4	13	9	1.6	-2	10
CCC(C)NC(=O)C1(NC(=O)Nc2ccccc2)CCCCC1 (centres undefined)
 : 2	8	-23	-3	22	6	-4.0	-3	17
Cc1cc(SCC(=O)N2CCCC2)nc2ccccc12
 : -1	16	-10	-2	12	18	0.4	-4	7
